Bioassay records (PubChem)
BLM helicase inh: blocks DNA unwinding by human BLM helicase; P54132; recombinant BLM DNA unwinding, fluorescence dequenching; Potency, µM (highest dose often 56.1 µM), inactives show at the top dose activity change, negative = inhibition, most hits filed as inhibitors; 0.2% of 350,000 active;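 further: potency means the concentration at half of the fitted maximal effect; plate controls were vehicle for no effect and no enzyme for full effect; nearly all actives have a fitted effect of over 35% in size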
POLK inh: blocks human DNA polymerase kappa activity; Q9UBT6; purified Pol kappa, fluorescent DNA synthesis assay, 10 min; Potency, µM (titrated, usually from 107 µM), without a hit: top-dose activity, negative = inhibition, hits mostly inhibitors; 0.53% of 400,000 active; further: potency means the concentration at half of the fitted maximal effect; on the % scale 0 is the no-effect control and ±100 the full control effect
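Here, compound and 10 nM enzyme are combined for 15 min at room temperature; adding 50 nM substrate (final) starts DNA synthesis, tracked by fluorescence at 0 and 10 min against buffer-only wells.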
Apoferritin bind: binds horse apoferritin like a general anesthetic. apoferritin/1-aminoanthracene competitive binding, fluorescence. Potency, µM (series often up to 77.5 µM), for the others: at the highest dose activity change, negative = displacement, most hits filed as inhibitors. 0.074% of 350,000 active. AID 485281; further: potency means the concentration at half of the fitted maximal effect; on the % scale 0 is the no-effect control and ±100 the full control effect; nearly all actives have a fitted effect of over 20% in size
Target sequence (P02791 2-175 limits assumed): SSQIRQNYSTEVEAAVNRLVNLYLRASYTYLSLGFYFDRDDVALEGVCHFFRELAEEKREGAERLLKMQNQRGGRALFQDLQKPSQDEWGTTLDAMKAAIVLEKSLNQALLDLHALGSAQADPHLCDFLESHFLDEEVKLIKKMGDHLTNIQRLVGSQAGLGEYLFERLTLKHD
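10 uM apoferritin + 50% sat. 1-AMA, PBS; cpd 10 min RT; Ex380/Em535 endpoint; normalized to free probe vs complex; 4-param Hill fit; propofol titration as pos. ctrl.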
POLB inh: inhibitors of human DNA polymerase beta | Pol beta primer extension/strand displacement, fluorescence kinetic | AID 485314 | 1.3% of 340,000 active | Potency, µM (doses to about 114 µM), for the others: at the highest dose activity change, negative = inhibition, hits mostly inhibitors; further: potency means the concentration at half of the fitted maximal effect; on the % scale 0 is the no-effect control and ±100 the full control effect
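Human Pol beta at 10 nM; strand-displacement substrate 50 nM final. Compound exposure 15 min at room temperature before start, reaction 10 min at room temperature.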
APEX1 inh: inhibitors of human APE1 endonuclease. recombinant APE1, TAMRA/BHQ-2 abasic DNA cleavage fluorescence. Potency, µM (highest dose often 65.8 µM), for inactives: at the top dose activity change, negative = inhibition, usual class: inhibitors. 0.35% of 350,000 active. AID 2517;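 further: potency means the concentration at half of the fitted maximal effect; plate controls were vehicle for no effect and reference inhibitor for full effect; nearly all actives have a fitted effect of over 55% in size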
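Substrate: short duplex with […] THF abasic site, 5'-TAMRA and 3'-BHQ-2, 50 nM final. APE1 at 0.75 nM, preincubated 15 min RT with compound. Fluorescence increase from first to third read measured activity.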
PGK inhibitor: blocks T. brucei phosphoglycerate kinase. PGK/GAPDH coupled, Kinase-Glo luminescence, 60 min. P07378. Potency, µM (titrated, usually from 57.5 µM), without a hit: top-dose activity change, negative = inhibition, hits mostly inhibitors. AID 602233. 0.043% of 380,000 active; further: potency means the concentration at half of the fitted maximal effect; on the % scale 0 is the no-effect control and ±100 the full control effect; nearly all actives have a fitted effect of over 60% in size
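Luminescent ATP detection (Kinase-Glo Plus) follows a 60-minute room-temperature incubation, with wells lacking PGK as controls. Buffer: 100 mM TEA (pH 7.6), 5 mM MgCl2, 0.01% Tween-20. Coupling enzyme GAPDH (100 nM final) supplies unstable 1,3-BPG in-well.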
Pol iota inh: inhibitors of human DNA polymerase iota; AID 588590; 1% of 390,000 active; Potency, µM (highest dose often 115 µM), for inactives: at the top dose activity, negative = inhibition, actives largely listed as inhibitors; Pol iota fluorescent replication assay, 10 min; Q9UNA4; further: potency means the concentration at half of the fitted maximal effect
Target sequence (Q9UNA4 whole entry, looked up): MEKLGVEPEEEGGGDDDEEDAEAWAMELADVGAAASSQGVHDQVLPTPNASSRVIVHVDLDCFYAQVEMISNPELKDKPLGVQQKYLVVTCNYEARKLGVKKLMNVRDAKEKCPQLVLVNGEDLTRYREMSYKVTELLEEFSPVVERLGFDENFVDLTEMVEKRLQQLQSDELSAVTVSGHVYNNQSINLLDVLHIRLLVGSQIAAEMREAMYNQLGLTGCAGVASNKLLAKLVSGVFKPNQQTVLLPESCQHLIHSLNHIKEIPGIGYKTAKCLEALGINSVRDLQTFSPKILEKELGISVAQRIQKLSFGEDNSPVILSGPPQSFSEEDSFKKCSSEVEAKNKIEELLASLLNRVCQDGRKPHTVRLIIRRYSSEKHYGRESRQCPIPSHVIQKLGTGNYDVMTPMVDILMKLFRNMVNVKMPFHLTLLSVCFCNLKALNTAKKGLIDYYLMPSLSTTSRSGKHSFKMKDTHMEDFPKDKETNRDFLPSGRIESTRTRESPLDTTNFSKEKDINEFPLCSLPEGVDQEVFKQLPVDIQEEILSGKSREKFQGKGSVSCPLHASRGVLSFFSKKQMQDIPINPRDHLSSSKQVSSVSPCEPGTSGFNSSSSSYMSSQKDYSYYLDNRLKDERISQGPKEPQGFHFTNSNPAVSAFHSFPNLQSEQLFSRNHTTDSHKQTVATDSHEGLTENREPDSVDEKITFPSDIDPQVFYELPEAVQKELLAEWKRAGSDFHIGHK
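Pol iota at 10 nM preincubated 15 min with compounds at room temperature; reaction started with fluorescent substrate, 50 nM final. Fluorescence read kinetically at 0 and 10 min; buffer-only wells as negative control.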
RXFP1 antag: RXFP1 (human) relaxin receptor antagonism | 0.59% of 350,000 active | activity change, negative = inhibition, % at 57.5 µM | HEK293-RXFP1, relaxin-stimulated cAMP HTRF, 30 min; active compounds read low;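 active means activity change of -60% or lower, but not beyond a set lower limit; inconclusive means change between -60% and -40%, or beyond the set limit; inactive means change above -40%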; further: on the % scale 0 is the no-effect control and ±100 the full control effect
POLH inh: inhibitors of human DNA polymerase eta | AID 588591 | recombinant Pol eta, fluorescent DNA replication assay | Potency, µM (doses to about 114 µM), inactives show top-dose activity change, negative = inhibition, actives largely listed as inhibitors | 1.2% of 390,000 active; further: potency means the concentration at half of the fitted maximal effect; on the % scale 0 is the no-effect control and ±100 the full control effect
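Fluorescent replication assay: 50 nM final substrate added after a 15 min room-temperature compound preincubation with 10 nM enzyme. Signal taken at 0 min and again at 10 min.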
Active calls of the source: *; i = inactive; ? = inconclusive; / = not tested or not shown; [ ] = dose if it differs, or a comment. Unless noted, the call rests on the fitted dose curve; in most records, active means well fitted curve in the direction sought with a large enough effect; inconclusive means small, poorly fitted or top-dose-only effect, or another doubt; inactive means no such curve, though single readings can be large; an effect the other way counts as inactive or inconclusive. A portion of the library; rates above refer to the full screens.

SMILES	BLM helicase inh	POLK inh	Apoferritin bind	POLB inh	APEX1 inh	PGK inhibitor	Pol iota inh	RXFP1 antag	POLH inh
O=C(CN1CCN(C(=O)c2ccco2)CC1)Nc1ccc(F)cc1F	1%	-12%	-9%	45%	8%	-7%	-3%	-4	-11%
CN1CCN(CCCNC(=O)c2ccc(NC(=O)C3=CSCCO3)cc2)CC1	4%	8%	-1%	28%	-1%	5%	32%[activator]	2	-20%
COc1cccc(CNC(=O)c2ccccc2N)c1	-3%	-10%	-14%	1%	-1%	-1%	27%	1	-14%
Cc1ccc(NC(=O)CCCC(=O)O)c(Br)c1	3%	-4%	1%	2%	0%	3%	16%	-6	-22%
CCN(Cc1ccccc1)Cc1c(O)ccc2c(=O)c(-c3ccccc3Cl)coc12	-5%	-6%	-10%	40%	/	/	?	-4	/
Cc1cc(C)n2nc(CC(=O)NC3CCCCCC3)nc2n1	0%	3%	?	31%	-2%	-5%	0%[58.9 µM]	-16	-10%
C/C(CC(=O)N1CCN(C=O)CC1)=N\NC(=O)c1cc2ccccc2cc1O	-8%	?	-12%	12%	-8%	1%	?	-38	?
Cc1cc(C)n(CC(=O)N2CCc3ccccc32)c(=O)c1C#N	-6%	-5%	-5%	102%	-5%	-4%	?	0	-9%
CC1Cc2ccccc2N1C(=O)CSc1nc(N)cc(=O)[nH]1 (stereo not given)	-2%	/	?	9%	0%	/	/	/	/
CCc1ccc(NC(=S)N(Cc2cccc(Br)c2)CC2CCC(C(=O)O)CC2)cc1 (stereo not given)	-2%	-2%	-6%	0%	3%	-6%	-18%	-2	-14%
Cc1ccc(/C=C2\NC(=S)NC2=O)cc1[N+](=O)[O-]	-1%	-9%	-4%	0%	0%	-4%	40%[activator]	20	-26%
CCN(Cc1ccncc1)C(=O)c1ccccc1NS(=O)(=O)c1ccc(F)cc1	0%	-11%	1%	6%	?	4%	19%	-9	7%
Cc1cc(Nc2ccc(Cl)cc2)n2cnnc2n1	1%	-15%	-10%	-10%	/	-7%	3%	-16	-14%
O=C(NCC(c1ccco1)N1CCOCC1)c1ccc(Cl)cc1 (stereo not given)	/	-15%	/	/	17%	i	28%	-10	-11%
O=C(CCN1CCCCCC1)c1ccccc1	1%	-7%	0%	0%	1%	1%	0%	3	-8%
CCOP(=O)(NC12CC3CC(CC(C3)C1)C2)NC12CC3CC(CC(C3)C1)C2	-3%	-3%	-1%	51%	-8%	-5%	4%	5	-11%
CC(C)[C@@H]1CC[C@@H](C)c2c(-c3ccccc3)n[nH]c21	-2%	-16%	?	0%	-4%	-5%	-4%	-13	-12%
CCOc1ccccc1NC(=O)C(OC(=O)c1ccccc1O)c1ccccc1 (stereo not given)	0%	-17%	-10%	9%	2%	2%	28%	-11	-21%
CCC(C)c1ccc(S(=O)(=O)N2CCN(C(=O)c3ccc(Cl)c(S(=O)(=O)N4CCOCC4)c3)CC2)cc1 (stereo not given)	/	-16%	/	/	/	-1%	-9%	0	-1%
CCCOC(=O)c1ccc(NC(=O)CCOc2ccccc2)cc1	-11%	-10%	?	1%	-4%	-3%	3%	-21	-24%
O=C(O)CSc1cc(C(=O)c2ccccc2O)cn2c(=O)c3c4c(sc3nc12)CCCC4	25µM*	45µM*	-10%	?	?	-18%	?	-18	?
COc1ccc(C)cc1NC(=O)C1COc2ccccc2C1 (stereo not given)	-2%	-16%[60.1 µM]	?	-6%	/	0%	-4%	-14	-4%
O=C1CC(/C=C/c2ccccn2)=Nc2ccccc2N1	-3%	-4%	-14%	2%	-4%	-9%	157%[activator]	-11	-12%
COc1ccccc1CNC(=O)Cn1cc2c(n1)-c1c(oc(C(=O)N3CCOCC3)c1C)CC2	1%	-3%	0%	91%	/	-5%	8%	-9	-9%
Cc1cnc2c(C(=O)O)cnn2c1	-9%	-7%	0%	-1%	21%	5%	55%[activator]	7	-8%

Exported with bars between the fields: part of the list above.
molecule | BLM helicase inh | POLK inh | Apoferritin bind | POLB inh | APEX1 inh | PGK inhibitor | Pol iota inh | RXFP1 antag | POLH inh
CCOP(=O)(NC12CC3CC(CC(C3)C1)C2)NC12CC3CC(CC(C3)C1)C2 | -3% | -3% | -1% | 51% | -8% | -5% | 4% | 5 | -11%
CC(C)[C@@H]1CC[C@@H](C)c2c(-c3ccccc3)n[nH]c21 | -2% | -16% | ? | 0% | -4% | -5% | -4% | -13 | -12%
CCOc1ccccc1NC(=O)C(OC(=O)c1ccccc1O)c1ccccc1 (stereo not given) | 0% | -17% | -10% | 9% | 2% | 2% | 28% | -11 | -21%
CCC(C)c1ccc(S(=O)(=O)N2CCN(C(=O)c3ccc(Cl)c(S(=O)(=O)N4CCOCC4)c3)CC2)cc1 (stereo not given) | / | -16% | / | / | / | -1% | -9% | 0 | -1%
CCCOC(=O)c1ccc(NC(=O)CCOc2ccccc2)cc1 | -11% | -10% | ? | 1% | -4% | -3% | 3% | -21 | -24%

(more compounds)
SMILES	BLM helicase inh	POLK inh	Apoferritin bind	POLB inh	APEX1 inh	PGK inhibitor	Pol iota inh	RXFP1 antag	POLH inh
CC1CC(=O)N(CC(=O)Nc2cccc(F)c2)c2ccccc2S1(=O)=O (stereo not given)	0%	13%	2%	1%	-5%	i	20%	5	-7%
O=C(/C=C/c1cc([N+](=O)[O-])ccc1OC(F)F)Nc1cccc([N+](=O)[O-])c1	5%	7%	-2%	-2%	0%	i	13%	-5	-20%
CCCOc1ccc(-c2nn(-c3ccccc3)cc2/C=C2\SC(=S)N(C3CCS(=O)(=O)C3)C2=O)cc1 (stereo not given)	0%	-18%	-14%	8%	-1%	/	?	13	-4%
COC(=O)C(C)Oc1cc(OC(C)C(=O)OC)c2c(C)c(Cl)c(=O)oc2c1 (stereo not given)	-1%	13%	-20%	-17%	-6%	-5%	3%	4	-17%
COc1cc(C(=O)N/N=C/c2cn(Cc3ccccc3)c3ccccc23)ccc1O	-16%	-14%	27%	?	45%[activator]	9%	18%	-12	-7%
CC(C)CCN(C(=O)c1cc(=O)[nH]c2ccccc12)c1c(N)n(Cc2ccccc2)c(=O)[nH]c1=O	/	-4%	/	/	4%	-6%	18%	7	7%
Nc1ncnc2c1ncn2[C@@H]1O[C@H](C(=O)NC2CC2)[C@H](O)[C@H]1O	/	/	/	22%[57.1 µM]	22%	/	8%[58.9 µM]	/	-4%[57.1 µM]
Nc1nc2ccccc2nc1N	-3%	-6%	15%	14%	-4%	i	-11%	9	-10%
CCOc1ccc(-c2nn[nH]n2)cc1	-1%	5%	3%	0%	10%	0%	9%	1	-7%
CCc1ccccc1NC(=O)CC(NCc1ccccc1)C(=O)O (stereo not given)	0%	-3%	-4%	38%	35%	-1%	18%	0	2%
Cc1ccc(C)c(CN2C(=O)c3ccccc3S(=O)c3ccc(C(=O)N4CCN(c5ccccn5)CC4)cc32)c1 (stereo not given)	-6%	-5%	-12%	-29%	-4%	-4%	32%[activator]	-2	-4%
Cc1ccc(C(=O)N2C(=O)C(c3ccccc3)Oc3ccccc32)cc1 (stereo not given)	-4%	0%	0%	-2%	-11%	i	57%[activator]	-16	-22%
CC(C)C(=O)N1CCN(c2ccc(NC(=O)c3ccc4c(c3)OCCO4)cc2)CC1	-3%	-13%	-3%	49%[activator]	2%	-11%	134%[activator]	2	-5%
Cc1ccc2oc3c(c(=O)c2c1)C(c1cccc(O)c1)N(c1ccccn1)C3=O (stereo not given)	-6%	0%	-9%	-1%	-3%	-8%	15%	?	-4%
Cc1nc(Nc2ccc(Cl)cc2Cl)sc1C(=O)Nc1ccccc1	-10%	-10%	-3%	26%	-2%	-4%	46%[activator]	-13	-28%
Cc1ccccc1Cn1nc(C)c(NC(=O)C2(C)CC2(Cl)Cl)c1C (stereo not given)	-11%	-15%	-6%	57%	2%	2%	32%[activator]	3	-16%
COc1ccccc1CNC(=O)c1cc2cc(C)ccc2n1C	-3%	-1%	17%	6%	/	7%	35%[activator]	-22	-16%
CCc1nc(SCc2ccc(Br)cc2)n[nH]1	-1%	-7%	4%	0%	33%	0%	145%[activator]	-11	-9%
CCN=C(NCC)SC1CC(=O)N(CCc2ccccc2)C1=O (stereo not given)	/	-6%	/	/	/	i	?	8	-3%
COCCn1c(-c2ccccc2F)n[nH]c1=S	-2%	2%	6%	16%	-6%	-5%	20%	-6	-2%
COc1cc(Cn2c(-c3nonc3N)nc3ccccc32)ccc1C	-2%	1%	-6%	-2%	-5%	i	22%	-6	-18%
COc1cc(F)ccc1S(=O)(=O)n1c(C)nc2ccccc21	-8%	5%	-16%	11%	8%	-2%	3%	5	-11%
O=C(O)c1ccc(-n2cccc2/C=C2/NC(=O)N(c3ccccc3)C2=O)cc1	-2%	22µM*	-8%	?	2.5µM*	?	3.2µM*	-2	2.8µM*
COCCNc1ccc(-c2nc(-c3ccncc3)no2)cc1[N+](=O)[O-]	-4%	-12%	-9%	?	/	-6%	-16%	-25	-11%
Cc1ccccc1NS(=O)(=O)c1cc(C(=O)N2CCCC2)ccc1Cl	-8%	-3%	-9%	26%	32%	3%	21%	2	-4%
New compounds follow:
SMILES	BLM helicase inh	POLK inh	Apoferritin bind	POLB inh	APEX1 inh	PGK inhibitor	Pol iota inh	RXFP1 antag	POLH inh
c1ccc(Nc2nc(-c3cccnc3)cs2)nc1	-1%	-9%	-2%	-1%	0%	-1%	33%[activator]	-22	-2%
COc1ccc(N=c2scc(-c3ccc(S(=O)(=O)N4CCOCC4)cc3)n2CCCO)cc1	-6%	/	4%	22%	-8%	/	/	/	/
O=C(OCc1cc(=O)n2nc(-c3cccs3)sc2n1)c1ccc(Cl)cc1	-12%	-34%	-4%	32µM*	/	-3%	?	/	?
Cn1ncc([N+](=O)[O-])c1C(=O)N1CCCCCC1	-1%	9%	-5%	15%	13%	-6%	1%	-2	-16%
O=C(CN1C(=O)CCC1=O)Nc1cccc2c1C(=O)NC2=O	-1%	8%	43%[activator]	-2%	-2%	-1%	24%	-6	-8%
O=C1NCCN(Cc2ccc(Cl)c(F)c2)C1CC(=O)N1CCCCO1 (stereo not given)	-6%	4%	-4%	3%	12%	0%	24%	-10	-19%
